Source: PubChem
WRN helicase inh = qHTS for Inhibitors of WRN Helicase; Bifunctional 3'-5' exonuclease/ATP-dependent helicase WRN (Homo sapiens), Q14191; WRN helicase unwinding, fluorescent forked duplex, kinetic; Potency, µM (series often up to 114 µM), without a hit: top-dose activity change, negative = inhibition, usual class: inhibitors; hit rate 0.46% among 360,000; also: potency is read from the fitted curve at half-maximal effect; % is scaled to controls: 0 for no effect and ±100 for the full control effect; nearly all actives have a fitted effect of over 55% in size
Target sequence (Q14191 whole entry, looked up): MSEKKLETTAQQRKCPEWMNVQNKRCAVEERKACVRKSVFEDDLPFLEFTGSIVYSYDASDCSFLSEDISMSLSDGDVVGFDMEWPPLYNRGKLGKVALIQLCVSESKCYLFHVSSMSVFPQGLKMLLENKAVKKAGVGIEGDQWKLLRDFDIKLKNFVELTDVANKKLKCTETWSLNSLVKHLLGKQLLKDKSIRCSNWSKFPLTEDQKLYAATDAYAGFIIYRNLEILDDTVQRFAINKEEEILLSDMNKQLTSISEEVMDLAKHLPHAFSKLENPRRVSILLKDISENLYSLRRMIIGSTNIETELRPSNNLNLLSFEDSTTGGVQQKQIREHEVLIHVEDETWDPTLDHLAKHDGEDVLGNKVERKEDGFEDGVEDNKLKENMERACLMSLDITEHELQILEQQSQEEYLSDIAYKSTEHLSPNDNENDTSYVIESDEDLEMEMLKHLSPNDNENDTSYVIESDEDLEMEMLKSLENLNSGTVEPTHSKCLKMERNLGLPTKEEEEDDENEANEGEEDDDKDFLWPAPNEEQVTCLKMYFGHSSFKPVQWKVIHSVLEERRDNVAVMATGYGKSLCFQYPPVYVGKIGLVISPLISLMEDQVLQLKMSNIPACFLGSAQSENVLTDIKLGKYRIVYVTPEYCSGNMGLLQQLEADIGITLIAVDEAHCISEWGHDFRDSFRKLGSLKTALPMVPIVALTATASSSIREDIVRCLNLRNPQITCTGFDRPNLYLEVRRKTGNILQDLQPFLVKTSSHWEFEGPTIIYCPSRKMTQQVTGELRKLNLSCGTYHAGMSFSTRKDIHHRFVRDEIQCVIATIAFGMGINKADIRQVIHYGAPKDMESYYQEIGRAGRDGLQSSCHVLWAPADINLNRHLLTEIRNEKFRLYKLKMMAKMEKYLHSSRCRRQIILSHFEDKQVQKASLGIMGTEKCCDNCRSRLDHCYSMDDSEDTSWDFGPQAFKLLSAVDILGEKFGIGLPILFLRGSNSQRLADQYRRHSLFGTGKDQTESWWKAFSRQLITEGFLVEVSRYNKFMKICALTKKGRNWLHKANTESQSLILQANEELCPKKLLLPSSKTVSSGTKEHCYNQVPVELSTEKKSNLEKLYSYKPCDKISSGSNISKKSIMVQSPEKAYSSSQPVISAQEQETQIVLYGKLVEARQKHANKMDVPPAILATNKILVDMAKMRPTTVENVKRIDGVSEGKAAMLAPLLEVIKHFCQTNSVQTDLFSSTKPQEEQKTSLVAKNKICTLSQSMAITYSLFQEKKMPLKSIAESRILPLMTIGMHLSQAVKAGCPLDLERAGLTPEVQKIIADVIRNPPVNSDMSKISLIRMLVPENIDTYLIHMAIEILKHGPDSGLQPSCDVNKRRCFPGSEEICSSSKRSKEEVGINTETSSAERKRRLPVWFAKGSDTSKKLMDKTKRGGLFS
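Kinetic red-fluorescence monitoring (525/598 nm) tracks WRN helicase activity after 100 nM fluorophore-quencher forked duplex and 2 mM ATP are added to 20 nM enzyme pretreated 15 min at room temperature with compound.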
Mm-Cpn inhibitor = Inhibitors of TCP-1 ring complex (TRiC) of Methanococcus maripaludis (MmCpn): qHTS | Chaperonin Mm-Cpn (Methanococcus maripaludis) | purified Mm-Cpn ATPase, ADP Transcreener TR-FRET | Potency, µM (doses to about 76.9 µM), for inactives: at the top dose activity, negative = inhibition, usual class: inhibitors | hit rate 0.031% among 330,000 | AID 504842, 2011; also: potency is read from the fitted curve at half-maximal effect; % is scaled to controls: 0 for no effect and ±100 for the full control effect; nearly all actives have a fitted effect of over 80% in size
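ATP (10 uM final) was added to archaeal chaperonin (25 nM final) after 10 min exposure to test compound at 37°C; after 30 min further incubation, ADP was detected by competitive TR-FRET.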
CCT chaperon mod = High-Throughput Screening for Modulators of Cytosolic Chaperonin Activity; purified chaperonin ATPase assay, HTRF ADP detection, 30 min; activity change, % (no concentration beside the values), hits read low; hit rate 0.3% among 360,000; AID 651819, 2012; in the data active = activity change below about -30%; also: % is scaled to controls: 0 for no effect and ±100 for the full control effect
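TRiC (40 or 20 nM final, by batch activity) in 30 mM Tris pH 7.4, 100 mM KCl, 5 mM MgCl2, 1 mM DTT was treated with compound at 76 uM single dose, then 10 uM ATP, 30 min at 37 °C. ADP was read by HTRF Transcreener.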
PI5P4K alpha inh = qHTS for Inhibitors of phosphatidylinositol 5-phosphate 4-kinase (PI5P4K); AID 652105, 2013; Phosphatidylinositol 5-phosphate 4-kinase type-2 alpha (Homo sapiens), P48426; max response, %; PI5P4Kalpha enzyme, ADP-Glo luminescence, 60 min; active compounds read low; hit rate 1.2% among 330,000; active = max response of -50% or lower; inconclusive = between -30% and -50%; inactive = -30% or higher; also: value at the top dose of about 77 µM; % is scaled to controls: 0 for no effect and ±100 for the full control effect
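ADP-Glo luminescence end-point after a 60 min room-temperature kinase reaction. PI5P4Kalpha and substrate in HEPES pH 7.4 buffer with EGTA, 0.1% CHAPS and 5% DMSO; ATP at 5 microM final.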
PLK1 PBD inh = qHTS for Inhibitors of PLK1-PDB (polo-like kinase 1 - polo-box domain): Primary Screen; Plk1 PBD binding of FITC phosphopeptide, fluorescence polarization; hit rate 2.8% among 360,000; Potency, µM, without a hit: max response, negative = inhibition, most hits filed as inhibitors; AID 720504, 2013; Serine/threonine-protein kinase PLK1 (Homo sapiens), P53350; also: potency is read from the fitted curve at half-maximal effect; series mostly up to about 57 µM; % is scaled to controls: 0 for no effect and ±100 for the full control effect; nearly all actives have a fitted effect of over 65% in size
EPAC1 agonist = qHTS for Agonist of cAMP-regulated guanine nucleotide exchange factor 3 (EPAC1): primary screen; Rap guanine nucleotide exchange factor 3 (Homo sapiens), O95398; EPAC1 agonist qHTS, biochemical assay; response scale: 100% = response to 6.5 mM cAMP; Potency, µM (series often up to 154 µM), inactives show at the highest dose activation, usual class: activators; hit rate 0.073% among 360,000; also: potency is read from the fitted curve at half-maximal effect; nearly all actives have a fitted effect of over 60% in size
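Fluorescent GDP-exchange assay: 100 nM EPAC1 with 250 nM Rap1B preloaded with BODIPY-GDP and 50 uM GDP; compounds tested as concentration series, 5 min at room temperature, then read every 5 min for 30 min (ex 480/em 540 nm); normalized to 6.5 mM cAMP.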
EPAC2 antag = qHTS for Antagonist of cAMP-regulated guanine nucleotide exchange factor 2 (EPAC2): primary screen; Rap guanine nucleotide exchange factor 4 (Homo sapiens), Q8WZA2; EPAC2 GEF exchange of Rap1B-BODIPY-GDP, fluorescence; Potency, µM (doses to about 114 µM), inactives show at the highest dose activity, negative = inhibition, most hits filed as inhibitors; hit rate 0.18% among 360,000; AID 720708, 2013; also: potency is read from the fitted curve at half-maximal effect; % is scaled to controls: 0 for no effect and ±100 for the full control effect; nearly all actives have a fitted effect of over 45% in size; many of its hits are not listed in these tables
EPAC1 antagonist = qHTS for Antagonist of cAMP-regulated guanine nucleotide exchange factor 3 (EPAC1): primary screen; hit rate 0.14% among 360,000; Potency, µM (series often up to 115 µM), inactives show at the highest dose activity change, negative = inhibition, most hits filed as inhibitors; EPAC1 GEF assay, Rap1b-BODIPY-GDP exchange fluorescence;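 also: potency is read from the fitted curve at half-maximal effect; plate controls were vehicle for no effect and positive control for full effect; nearly all actives have a fitted effect of over 50% in size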
* = called active by the depositor; ? = inconclusive; . = not tested or not shown; [ ] = remark or other dose. Unless noted, calls follow the shape of the dose curve; as a rule, active = well fitted curve in the direction sought with a large enough effect; inconclusive = small, poorly fitted or top-dose-only effect, or another doubt; inactive = no such curve, though single readings can be large; an effect the other way counts as inactive or inconclusive. An excerpt; rates above refer to the full screens.

SMILES	WRN helicase inh	Mm-Cpn inhibitor	CCT chaperon mod	PI5P4K alpha inh	PLK1 PBD inh	EPAC1 agonist	EPAC2 antag	EPAC1 antagonist
Cn1cccc1CC(=O)NNC(=O)Nc1cccc(Cl)c1	1%	1%	-2.4	4	-2%	-14%	12%	7%
O=C(CCCCCNc1nc(=S)[nH]c2ccccc12)NCCc1ccccc1	-3%	0%	-1.7	0	-3%	1%	-4%	-14%
COc1ccc2ccccc2c1C1NC(=O)NC(C)=C1[N+](=O)[O-] (stereo not given)	2%[57.1 µM]	1%	-0.8	-1	-11%	-13%	5%	16%
CCc1nc2c(OCCOc3ccc(F)cc3)cccn2c1N(C)C(=O)c1ccc(C)cc1	-8%	.	0.6	-18	-1%	2%	-22%	1%
CC(=O)N1N=C(c2cccs2)CC1c1ccco1 (stereo not given)	0%	0%	-0.9	-6	1%	-1%	3%	-7%
CCN1C(=O)C(CC(=O)NC)N(NC(=O)c2ccccc2)C1=S (stereo not given)	-12%[57.1 µM]	6%	0.7	-9	0%	7%	2%	2%
CCOC(=O)c1sc(N)nc1C(F)(F)F	-8%	.	1.3	-4	27µM*	4%	1%	0%
CC(=O)c1ccc(OCCOc2ccc([N+](=O)[O-])cc2)cc1	5%	-2%	-1.6	5	-15%	-1%	-3%	-23%
O=C(Cn1cc([N+](=O)[O-])cn1)NCCc1c[nH]c2ccccc12	5%	1%	-0.9	-10	-15%	2%	-5%	-19%
CC(C)c1ccc(CN2CCN(C(=O)CSc3nnnn3C3CC3)CC2)cc1	-4%	-1%	0.4	-1	-1%	6%	-3%	-6%
CC(C)(C)c1cn(-c2ccccc2)c(=S)[nH]1	-4%	0%	1.8	-9	-13%	-6%	-5%	-1%
COc1ccc(C(CNC(=O)c2ccc(-c3ccccc3Cl)o2)N2CCOCC2)cc1 (stereo not given)	-9%	-3%	-0.4	2	1%	?	-5%	-11%
CCN(CC)c1ccc(NC(=O)CCNC(=O)c2ccco2)cc1	-15%[57.1 µM]	-2%	1.5	-4	1%	10%	5%	-16%
CCN1C(=O)C(C)S/C1=N\S(=O)(=O)c1ccc(F)cc1 (stereo not given)	-2%	2%	0.9	-2	-2%	-7%	-1%	-6%
CC1(C)OC(=O)N(CCc2ccccc2)C1(C)O (stereo not given)	7%	1%	-0.5	.	0%	-1%	20%	10%
COc1ccccc1CN1CC(C(=O)NCc2cccnc2)CC1=O (stereo not given)	10%	-2%	-1.5	.	-6%	9%	13%	18%
COc1ccc(-c2c([C@H]3[C@H]4C=CC[C@@H](C)[C@@H]4C(=O)N3Cc3ccccc3)ccc3ccccc23)cc1	-4%	0%	-0.7	-2	3%	-6%	-29%	3%
CCOC(=O)C1(CCOc2ccccc2)CCN(Cc2ccc(O)c(OC)c2)CC1	-6%	-3%	1.6	1	-4%	-3%	6%	-7%
O=S(=O)(NCC1CCCO1)c1cccc(S(=O)(=O)N2CCCC2)c1 (stereo not given)	0%	2%	-3.0	-4	-4%	2%	6%	-4%
Cc1c(C(=O)N(CC(C)C)c2c(N)n(Cc3ccccc3)c(=O)[nH]c2=O)sc2nc3n(c(=O)c12)CCC3	-7%	0%	-2.1	-2	-2%	-4%	4%	11%
CN(CC(=O)Nc1ccc(F)cc1)C(=O)CNC(=O)C1CCCCC1	2%	?	1.8	-1	-9%	10%	-1%	5%
CC(=O)Nc1ccc(NC(=O)c2cc(-n3cnnc3)ccc2Cl)cc1	12%	-1%	-1.1	6	-1%	-3%	8%	-20%
CCn1c(CNC(=O)c2cc(OC)c(OC)c(OC)c2)cc2cc(C)ccc21	1%	-4%	-0.5	-1	6%	-20%	2%	-12%
CC1CCN(C(=O)CN2C(=O)NC3(CCCCCC3)C2=O)CC1	-12%	-1%	-1.3	6	-3%	5%	-5%	7%

One compound at a time, from the list above:
`CC(=O)Nc1ccc(NC(=O)c2cc(-n3cnnc3)ccc2Cl)cc1` reads WRN helicase inh: 12%; Mm-Cpn inhibitor: -1%; CCT chaperon mod: -1.1; PI5P4K alpha inh: 6; PLK1 PBD inh: -1%; EPAC1 agonist: -3%; EPAC2 antag: 8%; EPAC1 antagonist: -20%
`CCN(CC)c1ccc(NC(=O)CCNC(=O)c2ccco2)cc1` reads WRN helicase inh: -15%[57.1 µM]; Mm-Cpn inhibitor: -2%; CCT chaperon mod: 1.5; PI5P4K alpha inh: -4; PLK1 PBD inh: 1%; EPAC1 agonist: 10%; EPAC2 antag: 5%; EPAC1 antagonist: -16%
`CCN1C(=O)C(C)S/C1=N\S(=O)(=O)c1ccc(F)cc1` (stereo not given) reads WRN helicase inh: -2%; Mm-Cpn inhibitor: 2%; CCT chaperon mod: 0.9; PI5P4K alpha inh: -2; PLK1 PBD inh: -2%; EPAC1 agonist: -7%; EPAC2 antag: -1%; EPAC1 antagonist: -6%

New compounds follow.
SMILES	WRN helicase inh	Mm-Cpn inhibitor	CCT chaperon mod	PI5P4K alpha inh	PLK1 PBD inh	EPAC1 agonist	EPAC2 antag	EPAC1 antagonist
Cc1nnc(SCC(=O)c2c(N)n(C3CC3)c(=O)[nH]c2=O)n1-c1ccccc1	8%	0%	-1.4	4	-8%	3%	-8%	14%
CCn1c2ccccc2c2cc(NC(=O)COC(=O)c3cc(S(N)(=O)=O)c(Cl)cc3Cl)ccc21	-9%	2%	-0.1	?	-6%	14%	-2%	-2%
O=C(NCC1CCCO1)c1ccc(COc2ccc(Br)cc2)cc1 (stereo not given)	-15%	2%	-6.5	4	-12%	11%	0%	26%
NC(=S)c1c(Cl)cc(C(F)(F)F)cc1Cl	-19%	1%	1.3	8	-5%	5%	-4%	-18%
C=CCNc1cc(C)oc(=O)c1C(=O)CC	8%	-10%	-2.3	-1	-29%	10%	1%	-22%
COc1ccc(-n2ncc3c2CC(C)(C)CC3NC(=O)c2cnc(C)cn2)cc1 (stereo not given)	1%	-2%	-2.9	-5	-22%	1%	5%	5%
N#CCCN(Cc1ccccc1)C(=O)Nc1ccccc1	0%	1%	0.3	11	2%	7%	0%	-27%
CCOc1ccc(Cn2c(SCCCCC#N)nc3c2c(=O)n(C)c(=O)n3C)cc1OCC	3%	0%	-2.3	-7	19µM*	10%	-4%	-18%
Cc1ccc(C2C3=C(NCCN=C3c3ccccc3)C(=O)N2c2ccccc2)cc1 (stereo not given)	0%	0%	-2.2	.	-10%	-1%	3%	-5%
O=S(=O)(/C=C/C=C/S(=O)(=O)c1ccccc1)c1ccccc1	?	.	0.4	19	2.7µM*	-4%	-5%	?
Cc1[nH]c(-c2ccc(F)cc2)cc1C(=O)N1CCN(c2ccccc2)CC1	-13%	-1%	1.0	1	-1%	1%	-21%	-17%
CC(C)c1cc(CNC(=O)c2cc(COc3cncc(Cl)c3)on2)on1	1%	1%	0.7	0	-6%	-2%	7%	-7%
CCCCOP(=O)(c1ccc(N(C)C)cc1)C(O)c1ccccc1F (stereo not given)	-1%	1%	-3.1	2	-8%	1%	-4%	-10%
CC(C)Cn1c2c(c(=O)[nH]c1=O)C(NS(=O)(=O)c1ccc(Cl)cc1)(C(F)(F)F)C(=O)N2 (stereo not given)	0%	-1%	-2.5	-16	-13%	-3%	-1%	-9%
COc1ccc(C(=O)c2ncc(C(F)(F)F)cc2Cl)cc1	6%	2%	-146*	2	24µM*	-4%	?	0%
O=C(Oc1cccc(C(=S)N2CCOCC2)c1)c1ccc([N+](=O)[O-])cc1[N+](=O)[O-]	6%	1%	1.0	-6	?	-2%	8%	12%
CCOc1ccc(N2C(=O)/C(=C/c3ccccc3)N=C2SC)cc1	2%	0%	-3.6	2	-2%	8%	1%	-15%
NC(=S)N/N=C/c1ccc(-c2ccc(Cl)c(Cl)c2)o1	-10%	-1%	-3.3	-27	-14%	15%	-5%	-12%
O=C(NCC1CCCO1)C1CCC(=O)N1CCc1ccccc1 (stereo not given)	-5%	1%	-0.9	2	-5%	0%	8%	-22%
CC(O)(CS(=O)(=O)Cc1ccc(Cl)cc1)C(=O)Nc1cccc(C(F)(F)F)c1 (stereo not given)	1%	0%	0.9	.	1%	-4%	0%	1%
O=C(CSc1nc2ccc([N+](=O)[O-])cc2[nH]1)NC1CCCC1	-9%	0%	2.1	2	-2%	-9%	-2%	-19%
CCCCCCCCCCCCCCCC[N+](C)(C)CCl	-10%	.	-2.1	-53*	-29%	-8%	-18%	-2%
COc1ccc(S(=O)(=O)Nc2ccc(-n3cnnn3)cc2)cc1Br	-5%	-1%	-0.5	-9	-7%	4%	-24%	-6%
COc1cc(NC(=O)c2ccc(Cl)cc2)c(OC)cc1Cl	6%	-1%	1.2	.	-1%	8%	15%	7%
COC(=O)[C@@]1(Cc2ccccc2)[C@H]2C(=O)N(C)C(=O)[C@H]2[C@H]2CN=C(SCc3ccc(Cl)cc3)N21	1%	0%	-0.6	0	2%	-4%	-17%	-14%
CCOP(=O)(OCC)C(Nc1ccccc1)c1ccc2c(c1)OCO2 (stereo not given)	-3%	-12%	-2.0	-3	1%	-7%	-17%	-6%
COC(=O)[C@H](CC(C)C)NC(=O)Nc1ccc(F)cc1	8%	0%	1.1	-4	-2%	-5%	5%	-23%

Two successive entries from above, for reference:
SMILES	WRN helicase inh	Mm-Cpn inhibitor	CCT chaperon mod	PI5P4K alpha inh	PLK1 PBD inh	EPAC1 agonist	EPAC2 antag	EPAC1 antagonist
CC(O)(CS(=O)(=O)Cc1ccc(Cl)cc1)C(=O)Nc1cccc(C(F)(F)F)c1 (stereo not given)	1%	0%	0.9	.	1%	-4%	0%	1%
O=C(CSc1nc2ccc([N+](=O)[O-])cc2[nH]1)NC1CCCC1	-9%	0%	2.1	2	-2%	-9%	-2%	-19%
